Artemis endo inh: blocks endonuclease activity of human Artemis; inhibition, % at 10 µM; AID 686954; recombinant Artemis, quenched FAM hairpin cleavage fluorescence; Q96SD1; 30,000 tested, 0.78% active;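 active means at 10 µM dose, at least 30% inhibition, measured as corrected fluorescence normalized to stimulator and neutral control wells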
Target sequence (Q96SD1 whole entry, looked up): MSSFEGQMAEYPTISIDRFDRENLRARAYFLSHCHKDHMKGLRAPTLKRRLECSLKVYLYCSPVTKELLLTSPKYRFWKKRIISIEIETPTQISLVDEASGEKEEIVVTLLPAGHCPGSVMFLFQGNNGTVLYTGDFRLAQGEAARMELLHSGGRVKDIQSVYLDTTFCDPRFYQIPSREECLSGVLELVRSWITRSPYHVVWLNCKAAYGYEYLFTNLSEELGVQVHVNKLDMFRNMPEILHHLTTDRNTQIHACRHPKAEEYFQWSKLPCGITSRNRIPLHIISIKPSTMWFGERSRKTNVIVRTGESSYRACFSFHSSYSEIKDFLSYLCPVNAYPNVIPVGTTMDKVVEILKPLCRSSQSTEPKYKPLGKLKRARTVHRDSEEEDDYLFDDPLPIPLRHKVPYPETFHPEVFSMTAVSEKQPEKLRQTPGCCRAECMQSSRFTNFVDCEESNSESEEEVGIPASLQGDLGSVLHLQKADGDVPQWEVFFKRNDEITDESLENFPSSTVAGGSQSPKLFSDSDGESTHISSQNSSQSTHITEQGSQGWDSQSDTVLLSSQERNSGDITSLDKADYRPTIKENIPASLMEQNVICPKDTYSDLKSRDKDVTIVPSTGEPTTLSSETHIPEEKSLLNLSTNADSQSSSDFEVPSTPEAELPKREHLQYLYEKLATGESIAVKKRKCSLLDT
Active calls of the source: *. Not all compounds are listed, so the mix of outcomes need not match the whole.

#	Structure	Artemis endo inh
1	O=C(Cn1[nH]c(=O)c2ccccc2c1=O)Nc1ccc(-c2nnc3n2CCCCC3)cc1	4
2	Cc1ccc(C(=O)OCC(=O)Nc2ccc3c(c2)OCO3)cc1S(=O)(=O)N1CCOCC1	15
3	c1ccc(-n2ncc3c(NCc4cccnc4)ncnc32)cc1	-7
4	COCCCN(Cc1ccccn1)S(=O)(=O)Cc1ccccc1	2
5	O=C(CN1C(=O)NC2(CCCCC2)C1=O)Nc1ccc(S(=O)(=O)N2CCOCC2)cc1	1
6	COc1cnc(N(C)C)nc1Sc1cccc(Cl)c1	2
7	Cc1nnc(SCC(=O)NC(C)(C)C)n1CCc1ccccc1	-6
8	OC(Cn1cccn1)c1ccccc1 (centres undefined)	3
9	Cc1cccn2cc(-c3ccccc3)nc12	7
10	Cc1ccc(C)n1-c1ccc(-c2nnc3n2CCCCC3)s1	11
11	Cc1cccc(OCC(=O)NNC(=O)c2cc3ccccc3oc2=O)c1	8
12	CCOC(=O)c1c(C)cc(=O)oc1C	-11
13	C[C@@]12CC(=O)NC1N(C(=O)c1ccccc1)C(c1ccccc1OC(=O)c1ccccc1)C2 (some centres undefined)	-4
14	O=C(O)c1ccc(N(c2ccccc2)c2ccccc2)cc1	21
15	CC(C)OC(=O)CN1CCN(S(=O)(=O)c2cc(Cl)ccc2Cl)CC1	-12
16	Cc1ccccc1C(C(=O)NCc1ccco1)N(CC1CCCO1)C(=O)Cn1nnc2ccccc21 (centres undefined)	2
17	CCc1nnc(NC(=O)CSc2nnc3c4ccccc4n(C)c3n2)s1	-5
18	Cc1nc(=O)c(-c2ccccc2)c(C)n1CCCCCC(=O)O	-8
19	CCn1c(SCc2ccc(Cl)cc2)nnc1-c1ccccc1	-2
20	Cn1c(=O)c2c(-c3ccccc3)n(Cc3ccccn3)cc2n(C)c1=O	4
21	Cc1ccc(S(=O)(=O)N2CCc3ccccc3C2CN2C(=O)c3ccccc3C2=O)cc1 (centres undefined)	4
22	Cn1c(NCc2ccccc2O)nc2ccccc21	1
23	O=C(N/N=C/c1cccc([N+](=O)[O-])c1)c1cc2c(ccc3ccccc32)o1	7
24	COc1ccc(NC(=S)Nc2ccc(OCc3ccccc3)cc2)cc1OC	-3
25	O=C(CN1CCN(CCC(=O)Nc2ccccc2F)CC1)Nc1ccc(F)cc1	-8
26	COc1cc(OC)cc(C(=O)N2CCN(C(=O)c3ccc(OC)c(OC)c3)CC2)c1	6
27	COc1ccc(NC(=O)CN2CCN(CC(=O)Nc3ccc(OC)c(OC)c3)CC2)cc1	-7
28	Cc1ccc(C(=O)OCC(=O)Nc2sccc2C(N)=O)cc1NC(=O)c1ccco1	17
29	CCCCNC(=O)OC(C)CNC(=O)OC (centres undefined)	-9
30	O=C(COC(=O)CCNS(=O)(=O)c1ccc(Cl)cc1)NCc1ccco1	13
31	COc1cccc(C(C#N)N2CCOCC2)c1 (centres undefined)	0
32	CCc1ccc2[nH]c(=O)c(CN(CCO)C(=O)NCc3ccccc3)cc2c1	-4
33	COc1ccc(OC)c(S(=O)(=O)N2Cc3ccccc3CC2C(=O)Nc2nccs2)c1 (centres undefined)	-4
34	CCN1CCCC1CNC(=O)CCc1nc(-c2ccc(C)cc2)no1 (centres undefined)	0
35	COc1ccc(C2=NCN(c3ccc(C)cc3)C(=S)N2)cc1	6
36	CCCOC(=O)/C(C)=N\NC(=O)c1ccco1	2
37	Cc1ccc2cc3c(NC(=O)c4ccco4)nn(CC(C)C)c3nc2c1	10
38	CCc1ccc(C(=O)COC(=O)c2cccs2)cc1	5
39	Cn1c2ccccc2c2c(C(=O)N3CCN(c4ccc(F)cc4)CC3)cn(C3CCCC3)c(=O)c21	16
40	Cc1ccc(-n2ncc3c(=O)n(CC(=O)N4CCCCCC4)cnc32)cc1	-7
41	N=c1c(C(=O)NCc2ccccc2)cc2c(=O)n3ccccc3nc2n1Cc1ccco1	31*
42	C/C=C/CSc1nc2c(c(=O)[nH]c(=O)n2C)n1CCC	-12
43	CC(C)(O)/C=C1/Oc2ccccc2C1N1CCCCC1 (centres undefined)	-1
44	O=C(O)/C(=C1\OC(=O)c2ccccc21)c1ccccc1	3
45	CCn1c(SC(C)C(=O)NC2CCCc3ccccc32)nnc1-c1cccs1 (centres undefined)	7
46	CC(C)(C)c1nnc2sc(SCC(=O)c3cccs3)nn2c1=O	-3
47	Cc1c(Cl)cccc1N(CC(=O)O)S(C)(=O)=O	1
48	COc1ccc(OCCCC(=O)NC(C)c2ccccc2)cc1 (centres undefined)	-7
49	COc1ccccc1N/C(N)=N/c1nc(CSc2ccc(C)cc2)cc(=O)[nH]1	30*
50	Cc1ccc(C(=O)Nc2nc(=O)n(C(=O)c3ccccc3Cl)s2)cc1	11

Remaining list, next part:
#	Structure	Artemis endo inh
51	CCCC(=O)Nc1nnc(CC(=O)N2CCCC2)s1	1
52	O=C(NCCS(=O)CCNC(=O)C(F)(F)F)C(F)(F)F	-6
53	CCOC(=O)/C=C/C(=O)OCC(=O)Nc1ccc(Cl)cn1	3
54	O=S(=O)(c1ccccc1C(F)(F)F)N1CCOCC1	-8
55	C=CCc1cccc2cc(C(=O)NC)c(=O)oc12	-14
56	O=C(O)CSCC(=O)Nc1ccc(C(=O)O)cc1	-2
57	CCC(C(=O)Nc1cc(C)nn1-c1nc(C)cc(C)n1)c1ccccc1 (centres undefined)	15
58	Cc1nc(C(C)(C)O)n(-c2ccccc2)n1	3
59	O=C(OCCN=C1NS(=O)(=O)c2ccccc21)c1cccnc1	-2
60	COc1ccccc1CNC(=O)c1c(-c2ccccc2)nn(-c2ccccc2)c1C	8
61	CCOC(=O)/C(=N\Nc1ccc(Cl)cc1)c1csc(Nc2ccccc2)n1	-3
62	Cc1nnc(SCC(=O)Nc2ccc(Cl)cn2)[nH]c1=O	3
63	CN1/C(=C\C=C2\N=C(c3ccc(F)cc3)OC2=O)C(C)(C)c2ccccc21	2
64	Cc1ccc(C)c(NC(=O)CSc2n[nH]c(-c3ccncc3)n2)c1	10
65	Cc1ccc(CN(CC(=O)N/N=C/c2ccccc2[N+](=O)[O-])S(=O)(=O)c2ccc(C)cc2)cc1	9
66	O=C(c1ccc(OCC2CCCO2)cc1)N1CCN(c2ccccc2)CC1 (centres undefined)	0
67	CCCCC(=O)Nc1cc(C)c2c(=O)oc3ccccc3c2n1	-3
68	O=C(Cn1c(=O)n(Cc2ccco2)c(=O)c2cc(Cl)ccc21)NCC1CCCO1 (centres undefined)	-7
69	COc1ccc(OCC(=O)N/N=C2\CCc3ccccc32)cc1	0
70	Cc1cccc(OCC(=O)Nc2ccc(S(=O)(=O)N3CCN(C)CC3)cc2)c1	7
71	CC(NC(=O)c1ccc(N(C)C)cc1)C1CC2CCC1C2 (centres undefined)	5
72	COCCN1Cc2c(sc(C)c2C)N(C(=O)c2ccccc2)C1	-2
73	Cc1ccccc1Cn1ccc(NC(=O)CCSc2nc(-c3ccco3)cc(C(F)(F)F)n2)n1	20
74	COc1ccc(OC)c(S(=O)(=O)N(C)CC(=O)O)c1	10
75	CCOc1ccc(N2C(=O)CC(Sc3nccc(C)n3)C2=O)cc1 (centres undefined)	-8
76	CC12CNCC(C)(CN(C(c3ccccc3)c3ccccc3)C1)C2	8
77	Cc1nn(-c2ccccc2)c2[nH]c(=O)c(CNc3ccc(N4CCOCC4)cc3)cc12	3
78	COc1ccc(C(=O)Sc2ccc(C)cc2)cc1OC	10
79	Cc1ccc(CC2CC(=O)N(CCc3ccc4c(c3)OCO4)C2=O)cc1 (centres undefined)	-3
80	CCSc1ncc(C#N)c(N)n1	1
81	CCn1ncc(/C=N/N=C2\CCC3C4CCc5cc(O)ccc5C4CCC23C)c1C (centres undefined)	11
82	CCN1CCN(Cc2ccc(NC(=O)Nc3ccc(SC)cc3)cc2)CC1	-3
83	Cn1nc(-c2ccccc2)c(-c2nc(-c3ccc(Cl)cc3)no2)c1Cl	1
84	O=C(NCc1ccco1)c1ccc2c(=O)n(CC3CCCO3)c(=S)[nH]c2c1 (centres undefined)	9
85	CCOc1cc(C)c(Cl)cc1S(=O)(=O)N(CC)CC	-2
86	CCCCC(=O)Nc1cccc2c1C(=O)N(c1ccccc1)C2=O	0
87	COC1(OC)C(/C=C/c2ccc(Cl)cc2)C(C#N)(C#N)C1(OC)OC (centres undefined)	-2
88	O=C(CN1CCN(C(=O)c2cccs2)CC1)NC1CCCCC1	10
89	COc1ccc(N(CC(=O)Nc2cccc(SC)c2)S(C)(=O)=O)cc1Cl	9
90	C#CCSc1nccc(-c2nn(-c3ccc(C)cc3)ccc2=O)n1	12
91	CSc1nc(C)c2c(n1)N(c1cccc(C)c1)CC2	-1
92	COCCCN1C(=O)C(=O)/C(=C(/O)c2ccc(OC(C)C)cc2)C1c1cccnc1 (centres undefined)	-10
93	C=CCOc1ccc(Cl)cc1C(=O)O	-1
94	CCN(CC)S(=O)(=O)c1cccc(-c2nnc(SCc3nc4ccccc4s3)o2)c1	9
95	Cc1ccc(C)c(NC(=O)C2Cc3ccccc3CN2C(=O)OCc2ccccc2)c1 (centres undefined)	0
96	CCCc1[nH]nc2c1C(c1ccc(Br)s1)C(C#N)=C(N)O2 (centres undefined)	11
97	O=C(CSc1nnnn1-c1ccccc1)NCc1ccco1	7
98	CO/N=C/C(=N\Nc1ccc(C)cc1)C(=O)c1ccc(OC)cc1	10
99	COCCn1nnnc1C(c1ccc(O)c(OC)c1)N1CCc2ccccc2C1 (centres undefined)	4
100	CCCc1[nH]n(-c2nc3ccccc3s2)c(=O)c1C=NCC(C)C	6

Next section.
#	Structure	Artemis endo inh
101	CCCCOc1ccc(CSc2ncn[nH]2)cc1	5
102	CC(C)NC(=O)c1ccccc1S(=O)c1ccccc1C#N (centres undefined)	3
103	CC1CCCC/C1=N/Nc1ccc([N+](=O)[O-])cc1[N+](=O)[O-] (centres undefined)	2
104	CCN(CC)C(=O)CN(c1ccc(F)c(Cl)c1)S(C)(=O)=O	-3
105	COC(=O)c1cc(Br)c(=O)n(CCN2CCCCC2)c1	2
106	CCOC(=O)N1CCN(C(=O)CN(C)S(=O)(=O)c2ccc(OC)c(OC)c2)CC1	6
107	CSc1ccc2[nH]c(=O)cc(C)c2c1	-5
108	O=C(NC1CCCc2ccccc21)C1CCN(S(=O)(=O)c2cccc3nonc23)CC1 (centres undefined)	-4
109	CC1=C(C(=O)Nc2ccc(C)cc2)C(c2ccco2)NC(=O)N1 (centres undefined)	-6
110	COC(=O)Cn1cnc2c1c(=O)n(C)c(=O)n2C	-6
111	CCOC(=O)C1=C(N)Oc2c(oc(CO)cc2=O)C1c1ccc(F)cc1 (centres undefined)	-4
112	Cn1c(N)c(C(=O)COC(=O)C23CC4CC(CC(C4)C2)C3)c(=O)n(C)c1=O	5
113	Cc1c(NC(=O)CN2C(=O)c3ccccc3S2(=O)=O)c(=O)n(-c2ccccc2)n1C	0
114	CCOC(=O)CC1C(=O)NCCN1C(=O)c1ccc(F)cc1F (centres undefined)	3
115	Cc1cccc(C(=O)Nc2sc(C)c(-c3ccccc3)c2C#N)c1	5
116	COC(=O)c1ccccc1NC(=O)C1CCN(C(=O)c2ccc(OC)cc2)CC1	-4
117	CCC(=O)Nc1ccc(F)c(Cl)c1	-8
118	Cc1nc2c([nH]1)C1(CCN(Cc3ccccc3)CC1)C(C#N)=C(N)O2	-1
119	O=C(NCc1cccs1)C1CCN(S(=O)(=O)c2ccc(Br)s2)CC1	2
120	O=c1[nH]c2ccc(NC(=S)Nc3ccccc3Cl)cc2[nH]1	3
121	O=C(COC(=O)CCC(=O)c1cccs1)NCc1ccco1	14
122	Cc1ccc2c(c1)N(C(=O)CCC(=O)N1CCc3ccccc3C1)CCO2	0
123	C=CCn1c(SCC(=O)Nc2ccc3c(c2)CCC3)nnc1-c1cccs1	12
124	CCCN1C(=O)/C(=C/c2cc(C)n(C)c2C)SC1=Nc1ccc(OCC)cc1	-11
125	CN1CCN(c2ccccc2NC(=O)c2ccc(-c3ccccc3)cc2)CC1	8
126	CN1C(=O)C(O)(c2sc(N)nc2-c2ccccc2)c2ccccc21 (centres undefined)	9
127	CC1CCCCN1Cc1ccc(-c2nn[nH]n2)cc1 (centres undefined)	10
128	O=C(Nc1ccc(-c2cn3ccccc3n2)cc1)c1ccc(Cl)cc1	13
129	Cc1ccc(Nc2cc(C)nc3nnnn23)cc1	-2
130	O=C1Nc2ccccc2C(O)(C(=O)N2CCCCC2)N1c1ccccc1 (centres undefined)	-6
131	Cc1cc(C)n2nc(C(=O)NCc3ccco3)nc2n1	-4
132	O=C(NCc1ccco1)c1cc2ccccc2o1	-7
133	CC(=O)c1cnc2nc(C(F)(F)F)nn2c1C	1
134	Cn1ncc(N)c1C(=O)Nc1cccc(C(F)(F)F)c1	3

From PubChem BioAssay
